AMA1 RON2 block: qHTS for Inhibitors of AMA1-RON; Towards Development of Antimalarial Drug Lead: Primary Screen | AlphaScreen AMA1-biotinylated RON2 peptide binding | hit rate 0.2% among 360,000 | Potency, µM (doses to about 58.2 µM), without a hit: at the top dose activity change, negative = inhibition, actives largely listed as inhibitors;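 further: potency means the concentration at half of the fitted maximal effect; 0% = vehicle wells and -100% = peptide control; nearly all actives have a fitted effect of over 45% in size; some results filed as inactive show a strong effect at the top dose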
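AMA1 (3D7) with his tag at 25 nM final met compounds first, then biotinylated RON2 peptide at 25 nM; detection used donor plus acceptor beads, 10 µg/mL apiece, read by AlphaScreen after 30 min at room temperature.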
AmpC inh detg: qHTS Inhibitors of AmpC Beta-Lactamase (assay with detergent) | Potency, µM (doses to about 114 µM), without a hit: top-dose activity change, negative = inhibition, actives largely listed as inhibitors | P00811 | hit rate 0.041% among 370,000 | AmpC hydrolysis of nitrocefin, absorbance 480 nm, 0.01% Triton;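 further: potency means the concentration at half of the fitted maximal effect; 0% = no-compound wells and -100% = no-enzyme wells; nearly all actives have a fitted effect of over 25% in size; some results filed as inactive show a strong effect at the top dose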
Target sequence (P00811 whole entry, looked up): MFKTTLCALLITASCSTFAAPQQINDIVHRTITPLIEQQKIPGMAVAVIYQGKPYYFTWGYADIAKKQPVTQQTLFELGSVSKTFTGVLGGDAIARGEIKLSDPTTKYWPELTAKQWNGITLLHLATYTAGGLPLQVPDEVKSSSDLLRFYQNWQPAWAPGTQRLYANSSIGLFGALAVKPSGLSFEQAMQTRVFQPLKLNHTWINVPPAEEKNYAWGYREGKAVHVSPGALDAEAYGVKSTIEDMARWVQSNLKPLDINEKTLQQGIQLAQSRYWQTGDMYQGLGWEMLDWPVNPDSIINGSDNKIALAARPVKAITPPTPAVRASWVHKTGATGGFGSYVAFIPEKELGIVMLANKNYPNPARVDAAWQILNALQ
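AmpC (5.3 nM in the dispensed reagent) in 20 mM phosphate pH 7.0 with 0.01% (detergent screen) or 0.0001% Triton X-100 was preincubated with compounds for 15 min at room temperature. Nitrocefin was then added from an 800 uM solution, and hydrolysis was followed at 480 nm.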
HCMV antiviral: qHTS Assay for inhibitors of the human cytomegalovirus (HCMV); HFF cells, HCMV-luciferase reporter, 72 h; stronger effect = lower value; activity change, negative = inhibition, % at 57.5 µM; hit rate 4.5% among 410,000; AID 1259415, 2018; in the data active means activity change below about -60%; inconclusive means no clear call, values can overlap the other calls; inactive means above about -39%
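Steps: HFFs plated, 16 h 37C; compounds added; HCMV-luciferase added to MOI 1 PFU/cell; 72 h 37C; OneGlo reagent, 5 min room temperature; luminescence read, normalized to controls.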
Sm TGR block: qHTS Assay for the Inhibitors of Schistosoma Mansoni Peroxiredoxins. Schistosoma mansoni thioredoxin glutathione reductase (TGR), Q962Y6. purified TGR, DTNB reduction, TNB absorbance 405 nm. hit rate 3% among 360,000. Potency, µM (doses to about 114 µM), for the others: top-dose activity change, negative = inhibition, hits mostly inhibitors. AID 485364, 2010; further: potency means the concentration at half of the fitted maximal effect; nearly all actives have a fitted effect of over 60% in size
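First, TGR (20 nM dispensed) and NADPH were mixed with compound. Second, a 15 min room-temperature incubation followed. Third, further NADPH and then DTNB were added to start the reaction. Finally, TNB absorbance was monitored kinetically.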
Giardia FBPA inh: qHTS Assay for Inhibitors of Fructose-1,6-bisphosphate Aldolase from Giardia Lamblia. A8B2U2. hit rate 0.71% among 290,000. AID 2451, 2010. purified Giardia FBPA. Potency, µM (titrated, usually from 59.6 µM), for inactives: at the top dose activity, negative = inhibition, hits mostly inhibitors; further: potency means the concentration at half of the fitted maximal effect; nearly all actives have a fitted effect of over 55% in size
Target sequence (A8B2U2 whole entry, looked up): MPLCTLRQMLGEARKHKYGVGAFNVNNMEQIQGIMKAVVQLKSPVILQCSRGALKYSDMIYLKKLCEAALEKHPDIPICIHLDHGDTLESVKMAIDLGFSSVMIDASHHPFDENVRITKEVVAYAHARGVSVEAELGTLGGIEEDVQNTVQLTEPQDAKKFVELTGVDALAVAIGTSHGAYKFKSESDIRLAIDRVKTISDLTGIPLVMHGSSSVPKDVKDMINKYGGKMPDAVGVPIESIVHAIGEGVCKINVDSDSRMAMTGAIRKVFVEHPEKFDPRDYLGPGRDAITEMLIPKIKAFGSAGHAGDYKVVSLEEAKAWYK
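Giardia FBPA (40 nM reagent) was preincubated 10 min at RT with compound (up to 57.5 uM final), then substrate plus GAPDH/TPI/NAD/arsenate coupling system with diaphorase/resazurin was added; resorufin fluorescence (525/598 nm) was read after 20 min.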
HCV inhibitor: qHTS Assay for Inhibitors of Hepatitis C Virus (HCV); Huh7.5.1 HCVcc-Cre infection, luciferase reporter, 44 h; Potency, µM (titrated, usually from 41.8 µM), for the others: top-dose activity change, negative = inhibition, usual class: inhibitors; hit rate 3.4% among 340,000; further: potency means the concentration at half of the fitted maximal effect
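Whole-lifecycle infectious HCVcc-Cre system; cells 1,000/well, compound then virus (~0.5 moi) added 4 h after plating, 44 h culture. Luciferase read 15 sec following 15 min substrate incubation, room temp.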
* hit, by the source's call; u = inconclusive; x = not tested or not shown; & = joins results of further samples; [ ] = remark or other dose. Unless noted, the call rests on the fitted dose curve; in most records, active means well fitted curve in the direction sought with a large enough effect; inconclusive means small, poorly fitted or top-dose-only effect, or another doubt; inactive means no such curve, though single readings can be large; an effect the other way counts as inactive or inconclusive. Unless noted, on the % scale 0 is the no-effect control and ±100 the full control effect.

1. Cc1ccc(Cn2c(CN3CC(C)OC(C)C3)nc3c2c(=O)[nH]c(=O)n3C)cc1 (configuration not stated)
2. CC(=O)Nc1ccc(Oc2ccc([N+](=O)[O-])cc2Cl)cc1
3. O=[N+]([O-])c1cc(Br)cc(/C=N/n2cnnc2)c1O
4. CCOC(=O)c1c(NC(=O)CCCOc2ccc(C(C)(C)C)cc2)sc2c1CCC2
5. O=C(C1CCC(Cn2c(=S)[nH]c3ccccc3c2=O)CC1)N1CCOCC1 (configuration not stated)
6. O=c1cc(-c2ccc(O)cc2)oc2ccc(O)cc12
Screen / compound no. | 1 | 2 | 3 | 4 | 5 | 6
AMA1 RON2 block | -1% | 2% | -8% | x | 40%[activator] | 1%
AmpC inh detg | u | 4% | 2% | 1% | -11% | -7%
HCMV antiviral | 22 | -16 | 34 | 4 | -28 | 84
Sm TGR block | 0% | 2% | 0% | 1% | 12% | -16%
Giardia FBPA inh | 0% | 4% | 18% | x | 1% | 7%&10%
HCV inhibitor | 5% | -3% | 2% | x | -27% | 32µM*

7. O=[N+]([O-])c1ccc(Nc2ccccc2)cc1
8. O=c1c2sc3ccccc3c2n(Cc2cccc(C(F)(F)F)c2)c(=O)n1Cc1ccc(F)cc1
9. N#Cc1cc([N+](=O)[O-])ccc1NC(=O)CSc1n[nH]c(=O)[nH]c1=O
10. CCC(C)n1c(OC)nc2c1c(=O)n(C)c(=O)n2C (configuration not stated)
11. CCCn1ncc(CN2CCN(Cc3ccsc3)C(CCO)C2)c1C (configuration not stated)
12. COC(=O)C/C(N)=C(\C#N)C(=O)OC
Screen / compound no. | 7 | 8 | 9 | 10 | 11 | 12
AMA1 RON2 block | 9% | x | 12% | 1% | -7% | -20%
AmpC inh detg | -8% | 5% | x | 1% | 4% | 1%
HCMV antiviral | -9 | -22 | 30 | u | 2 | u
Sm TGR block | -5% | 4% | x | 1% | -3% | 9%
Giardia FBPA inh | -14% | x | x | 1% | 3% | -1%
HCV inhibitor | -10% | x | -4% | -7% | 2% | 19%

13. Cc1nc(N2CCN(S(=O)(=O)c3ccc(F)cc3)CC2)c2c(-c3cccs3)csc2n1
14. Nc1cc(=O)[nH]c(SCC(=O)Nc2ccc([N+](=O)[O-])cc2)n1
15. O=C(NCc1ccco1)C(=O)c1cn(CC(=O)N2CCCC2)c2ccccc12
16. Cn1ccnc1P(=S)(c1nccn1C)c1nccn1C
17. COc1cc2c(cc1NC(=O)C(C)Sc1cccc[n+]1[O-])oc1ccccc12 (configuration not stated)
18. CCOc1ccc(C(=O)NCc2ccccc2OC)cc1
Screen / compound no. | 13 | 14 | 15 | 16 | 17 | 18
AMA1 RON2 block | -4% | -7% | -5% | 55%[activator] | 22% | -15%
AmpC inh detg | -15% | -2% | 6% | u | -3% | -4%
HCMV antiviral | -66* | 0 | 6 | 80 | 34 | 13
Sm TGR block | 1% | -9% | u | 1% | -11% | -2%
Giardia FBPA inh | -4% | 2% | -11% | 7.9µM* | -14% | -5%
HCV inhibitor | u | 18% | -2% | 10% | u | -14%

19. O=C(CSc1nnc(-c2ccccc2)n1-c1ccc(Cl)cc1)NC1CCS(=O)(=O)C1 (configuration not stated)
20. COc1cc(OC)cc(C(=O)N2c3ccc(F)cc3CCC2C)c1 (configuration not stated)
21. CCc1nnc(NC(=O)CSc2nnc(CNc3ccc(F)cc3)n2C2CCCCC2)s1
22. CCOC(=O)C1CCN(C(=O)COc2ccc([N+](=O)[O-])cc2)CC1
23. Cc1cccc(NS(=O)(=O)c2ccc3nc(-c4ccccc4)[nH]c3c2)c1C
24. Cc1cc(SCC(=O)Nc2cccnc2Cl)nc2ccccc12
Screen / compound no. | 19 | 20 | 21 | 22 | 23 | 24
AMA1 RON2 block | -6% | -11% | 9% | 0% | 4%[2.32 µM] | -15%
AmpC inh detg | u | -1% | -13% | -7% | u | -5%
HCMV antiviral | 1 | -2 | 16 | -4 | -30&15 | -2
Sm TGR block | -18% | 3% | -11% | 8% | 3%&7% | 0%
Giardia FBPA inh | 7% | 0% | -6% | -1% | 4% | -11%
HCV inhibitor | 13% | u | 7% | -2% | 3% | 9%

Fetched one by one from the entries so far (three):
19. O=C(CSc1nnc(-c2ccccc2)n1-c1ccc(Cl)cc1)NC1CCS(=O)(=O)C1 (configuration not stated)
21. CCc1nnc(NC(=O)CSc2nnc(CNc3ccc(F)cc3)n2C2CCCCC2)s1
23. Cc1cccc(NS(=O)(=O)c2ccc3nc(-c4ccccc4)[nH]c3c2)c1C
Screen / compound no. | 19 | 21 | 23
AMA1 RON2 block | -6% | 9% | 4%[2.32 µM]
AmpC inh detg | u | -13% | u
HCMV antiviral | 1 | 16 | -30&15
Sm TGR block | -18% | -11% | 3%&7%
Giardia FBPA inh | 7% | -6% | 4%
HCV inhibitor | 13% | 7% | 3%

Additional structures
25. CC(C)(C)c1cc(C2COC(=O)COCCOCC(=O)OCCOCCO2)cc(C(C)(C)C)c1O (configuration not stated)
26. Cc1c(/C=N/NC(=O)CNc2ccccc2)c2ccccn2c1C(=O)c1ccccc1
27. Cc1ccc(S(=O)(=O)N2CCN(CC(O)COc3ccccc3)CC2)cc1 (configuration not stated)
28. COc1ccc(-n2ccn(Cc3ccccc3Cl)c(=O)c2=O)cc1OC
29. O=C(CCN1C(=O)S/C(=C\c2cccs2)C1=O)NC1=NCCS1
30. Cc1ccc(NC(=O)CSc2nn(-c3ccc(Cl)cc3)c(=S)s2)cc1S(=O)(=O)N(C)C
Screen / compound no. | 25 | 26 | 27 | 28 | 29 | 30
AMA1 RON2 block | -11% | -2% | 16% | x | 6%[11.6 µM] | 41%[activator]
AmpC inh detg | x | -8% | u | 21% | -3% | 11%
HCMV antiviral | -14 | -20 | -2 | -39 | u | -83*
Sm TGR block | x | 4% | 2% | 4% | -1% | -5%
Giardia FBPA inh | x | 3% | 2% | x | 3% | -1%
HCV inhibitor | 5% | u | -11% | x | 8% | 13µM*

Structural class: the compounds so far containing a cyano group (2)
9. N#Cc1cc([N+](=O)[O-])ccc1NC(=O)CSc1n[nH]c(=O)[nH]c1=O
12. COC(=O)C/C(N)=C(\C#N)C(=O)OC
Screen / compound no. | 9 | 12
AMA1 RON2 block | 12% | -20%
AmpC inh detg | x | 1%
HCMV antiviral | 30 | u
Sm TGR block | x | 9%
Giardia FBPA inh | x | -1%
HCV inhibitor | -4% | 19%

(further entries)
31. O=S(=O)(Nc1nccs1)c1ccc(Cl)cc1
32. Cc1ccc(NC(=O)c2ccc(S(=O)(=O)NCC3CCCO3)cc2)cc1 (configuration not stated)
33. CC(=O)c1cccc(NC2c3ccccc3C(=O)N2Cc2ccco2)c1 (configuration not stated)
34. CC(=O)c1c(C)[nH]c(C(=O)CSc2nnc(-c3ccccc3)n2Cc2ccc3c(c2)OCO3)c1C
35. CCOC(=O)c1[nH]c2c(c1Cc1ccccc1)C(=O)CC(c1ccc(Cl)cc1)C2 (configuration not stated)
36. COc1ccc(C(=O)/C=C/Nc2ccccn2)cc1
Screen / compound no. | 31 | 32 | 33 | 34 | 35 | 36
AMA1 RON2 block | -6% | 0% | -4% | -6% | x | 15%
AmpC inh detg | 2% | -4% | 0% | -6% | 0% | -5%
HCMV antiviral | 9 | -7 | 188 | 2 | -26 | -39
Sm TGR block | 2% | 3% | u | -6% | 3% | -23%
Giardia FBPA inh | 1% | 0% | 4% | 1% | x | -13%
HCV inhibitor | 4% | -1% | u | u | x | -7%

37. N#C/C(=C\c1ccc(O)c(Br)c1)C(=O)NCc1ccccc1
38. Clc1ccc(Cn2ncc3c(N4CCCCC4)ncnc32)cc1
39. O=C(CCn1nc(-c2ccc(Cl)cc2)ccc1=O)NCCCN1CCCCCC1
40. CCOC(=O)CCCc1ccc(/C(C)=N/NC(=S)NC)cc1
41. CCN1/C(=C/C=C/c2sc3ccccc3[n+]2CC)Sc2ccccc21
42. Cc1nn(CC(=O)N2CCOCC2)c(=O)c2nn(-c3ccccc3)c(C)c12
Screen / compound no. | 37 | 38 | 39 | 40 | 41 | 42
AMA1 RON2 block | 8% | -1% | -9% | 53%[activator] | u | 0%
AmpC inh detg | -7% | 2% | -1% | 6% | u | -14%
HCMV antiviral | -37 | -15 | -25 | -95* | x | -11
Sm TGR block | x | 3% | 0% | -9% | -23% | 3%
Giardia FBPA inh | 22% | 0% | -27% | -9% | x | -5%
HCV inhibitor | 14% | u | -21% | -26% | 1.6µM* | 16%

Among those listed so far, these contain bromine:
3. O=[N+]([O-])c1cc(Br)cc(/C=N/n2cnnc2)c1O
37. N#C/C(=C\c1ccc(O)c(Br)c1)C(=O)NCc1ccccc1
Screen / compound no. | 3 | 37
AMA1 RON2 block | -8% | 8%
AmpC inh detg | 2% | -7%
HCMV antiviral | 34 | -37
Sm TGR block | 0% | x
Giardia FBPA inh | 18% | 22%
HCV inhibitor | 2% | 14%

Continued:
43. Cc1ccc(Cl)cc1N1CCN(S(=O)(=O)c2c(C)noc2C)CC1
44. COc1ccc(S(=O)(=O)CCC(=O)N(C)c2ccc(OC)cc2OC)cc1
45. COC(=O)CSC1=C(C#N)C(c2ccccc2)CC(=O)N1 (configuration not stated)
46. COc1ccc(CNC(=O)Nc2cc(C)ccc2C)cc1
47. CCOc1cc2c(cc1OCC)-n1cccc1C(c1ccc(C(C)C)cc1)NC2 (configuration not stated)
48. COc1ccc(C(=O)N(C)C2CCN(C)CC2)cc1S(=O)(=O)Nc1cc(Cl)ccc1Cl
Screen / compound no. | 43 | 44 | 45 | 46 | 47 | 48
AMA1 RON2 block | -6% | 35%[activator] | 5% | 4% | u | -3%
AmpC inh detg | -13% | u | 8% | 0% | -1% | 8%
HCMV antiviral | -19 | 3 | -25 | -32 | -68* | x
Sm TGR block | -3% | -1% | 7% | 4% | 15% | 3%
Giardia FBPA inh | 1% | -2% | -9% | 4% | -17% | 1%
HCV inhibitor | -23% | 3% | -15% | -3% | u | 12%

49. COCCCn1ccc(O)c(Cc2ccc(F)cc2)c1=O
50. CC(c1ccccc1)C(CC(=O)O)C(=O)NC1CCCCC1 (configuration not stated)
51. COc1ccc(F)cc1C(=O)C1CCCN(C(=O)c2ocnc2C)C1 (configuration not stated)
52. Cn1c(CNC(=O)c2ccco2)nnc1SCCOc1ccccc1
53. CCOC(=O)N1CCC(NC(=O)c2cc(C(=O)NC3CCCC3)ccc2CO)CC1
54. Cc1cccc2c3c([nH]c12)CCNC3
Screen / compound no. | 49 | 50 | 51 | 52 | 53 | 54
AMA1 RON2 block | 9% | 1% | -14% | 17% | 0% | -2%
AmpC inh detg | -2% | -11% | -4% | -5% | u | -11%
HCMV antiviral | 27 | 19 | -15 | -6 | 25 | -9
Sm TGR block | 3% | -2% | 20% | -10% | 4% | -14%
Giardia FBPA inh | -2% | 3% | 8% | -6% | 4% | u
HCV inhibitor | 7% | 5% | 0% | -1% | 5%&8% | 8%
